# High-throughput results (PubChem BioAssay)
# procasp7 counter – activates human procaspase-7, counter-screen for procaspase-3 activators. P55210. recombinant procaspase-7, Ac-DEVD-pNA absorbance 405 nm; D23A/D198A/D206A triple mutant, cannot self-cleave; scale: DMSO 0, 5 µM enzyme 100. activation, % at 8.5 µM. 330,000 compounds, 0.093% hits;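 active means percent activation above the screen-wide mean plus 3 SD, cut at about 25% in these data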
# Target sequence (P55210 whole entry D23A/D198A/D206A): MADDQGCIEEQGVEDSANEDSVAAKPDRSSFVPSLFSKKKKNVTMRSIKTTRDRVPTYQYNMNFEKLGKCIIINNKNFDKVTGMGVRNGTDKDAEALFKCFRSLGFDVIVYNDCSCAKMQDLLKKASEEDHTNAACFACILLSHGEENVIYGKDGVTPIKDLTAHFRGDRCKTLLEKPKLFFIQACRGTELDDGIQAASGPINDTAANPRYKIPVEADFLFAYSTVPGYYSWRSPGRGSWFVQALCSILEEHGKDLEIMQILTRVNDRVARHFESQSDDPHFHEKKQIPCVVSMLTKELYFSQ
#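 System: Uncleavable procaspase-7 mutant enzyme; Amount: 2 µM procaspase-7 mutant as dispensed; Schedule: 1 h compound preincubation, 2 h substrate cleavage, 25 °C; Measured by: 405 nm absorbance of p-nitroaniline; Evaluation: percent activation from buffer-corrected 0–120 min absorbance change; Control set: low DMSO alone, high DMSO plus 5 µM PC-7.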
# LAP4 TOR yeast – alters LAP4-GFP fluorescence in TOR pathway yeast screen. GFP response vs DMSO, % at 10 µM. 320,000 compounds, 0.34% hits. AID 2023. S. cerevisiae LAP4-GFP multiplex, flow cytometry GFP, 3 h; median GFP as percent of DMSO wells;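 active means GFP response vs DMSO above a set limit, about the screen mean plus 3 SD, cut at about 150% in these data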
# GASC-1 inh – blocks human GASC-1 demethylase activity; GST-JMJD2C(1-420) H3K9me3 demethylation, DELFIA europium; inhibition, % at 2.35 µM; 330,000 compounds, 0.069% hits;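 active means more than half of a compound's replicate wells show inhibition beyond 50%, single wells judged on their own value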;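 further: signal counts dimethyl H3K9 product captured on neutravidin plate; 0% = median of DMSO wells and 100% = 0.3 times that DMSO median; strong numbers were not always called active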
# Yeast superoxide – caloric restriction mimetics inhibiting age-related superoxide in yeast. S. cerevisiae aged cells, superoxide DHE fluorescence; stronger effect = lower value. superoxide response (% of plate mean), % at 10 µM. 330,000 compounds, 0.18% hits. AID 2690;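 active means superoxide response under a set limit, about three screen SD below normal, cut at about 65% in these data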;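 further: yeast aged for seven days with compound at 30 °C before DHE staining; 100% = average MFI of all compound-treated wells on the plate with controls excluded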
# RPL19A TOR yeast – yeast TOR pathway RPL19A-GFP modulation; S. cerevisiae RPL19A-GFP strain, flow cytometry, 3 h; stronger effect = lower value; percent response vs DMSO, % at 10 µM; 330,000 compounds, 0.3% hits; AID 2025;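 active means percent response vs DMSO below 50%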;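 further: median channel GFP fluorescence of the barcoded RPL19A-GFP strain; ratio of sample median GFP to plate DMSO average so 100% = DMSO; lower means less RPL19A-GFP as with rapamycin TOR inhibition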
# AHR act – activators of human aryl hydrocarbon receptor; AID 2796; activation, % at 5 µM; P35869; AHR-responsive luciferase reporter cells, luminescence; 320,000 compounds, 2.5% hits; in the data active means activation above about 47%;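 further: 0% = vehicle wells and 100% = reference agonist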
# MEP2 TOR yeast – alters MEP2-GFP fluorescence in TOR pathway yeast screen | S. cerevisiae MEP2-GFP strain, flow cytometry GFP, 3 h; 100% = DMSO control level | GFP response vs DMSO, % at 10 µM | 330,000 compounds, 0.51% hits;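 active means GFP response versus DMSO above a set limit, roughly screen mean plus 3 SD, cut at about 180% in these data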;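 further: median GFP fluorescence of the barcode-gated MEP2-GFP cells per well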
# procasp3 activ – procaspase-3 (human) activation; P42574; recombinant procaspase-3 D3A, Ac-DEVD-pNA absorbance 405 nm; activation, % at 8.5 µM; 330,000 compounds, 0.11% hits;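 active means activation above the mean of all tested compounds plus 3 SD, cut at about 21% in these data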;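 further: 0% = DMSO alone and 100% = DMSO wells spiked with extra 5 µM PC-3 D3A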
# Target sequence (P42574 whole entry D9A/D28A/D175A): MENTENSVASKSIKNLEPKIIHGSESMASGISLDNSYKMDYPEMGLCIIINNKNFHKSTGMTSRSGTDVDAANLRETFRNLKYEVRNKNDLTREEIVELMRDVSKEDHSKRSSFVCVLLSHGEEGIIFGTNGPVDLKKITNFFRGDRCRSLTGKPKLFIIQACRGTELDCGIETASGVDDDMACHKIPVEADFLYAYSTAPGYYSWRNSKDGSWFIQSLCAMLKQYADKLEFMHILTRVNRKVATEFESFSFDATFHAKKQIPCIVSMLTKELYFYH
#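 Assay system – Procaspase-3 D3A mutant · Benchmarks – DMSO low control, extra-enzyme high control · Technique – 405 nm absorbance of p-nitroaniline, reads at 0 and 120 min · Doses – 8.5 µM nominal · Measure – % activation between DMSO and enzyme-spiked controls · Also added – Ac-DEVD-pNA chromogenic peptide substrate · Schedule – 1 h compound preincubation, 2 h substrate hydrolysis at 25 °C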
# The depositor's hits bear a star; nt = no result given; & = joins results of further samples.
SMILES,procasp7 counter,LAP4 TOR yeast,GASC-1 inh,Yeast superoxide,RPL19A TOR yeast,AHR act,MEP2 TOR yeast,procasp3 activ
COc1ccccc1N(CC(O)Cn1nc(C)cc1C)S(=O)(=O)c1ccccc1 (stereo not drawn),3,95,-22,108,97,-1,97,-5
Cc1ccccc1OCC(=O)Nc1ccccc1-c1ccccc1NC(=O)COc1ccccc1C,-6,102,-10,98,103,9,109,2
CCCCc1cc(=O)oc2cc(OCC(=O)N(CC)CC)ccc12,10,114,-9,102,104,20,111,-5
O=c1cc(-c2ccccc2)cc(-c2ccccc2)n1CCO,-13,nt,-7,nt,nt,8,nt,8
CCCC(=O)NC(c1ccco1)c1cc([N+](=O)[O-])c2cccnc2c1O (stereo not drawn),-14,88,2,103,97,4,94,-8
COc1ccc(C(=O)N2CCN(C(C)=O)CC2)cc1S(=O)(=O)NCc1ccc(Cl)cc1,-1,110,10&6,99,108,-2,108,3
COCCNC(=O)C(=O)NCC1OCCCN1S(=O)(=O)c1cccs1 (stereo not drawn),5,90,9,92,99,1,94,-4
CCOC(=O)Cc1csc(SCC(=O)Nc2cccc(C#N)c2)n1,-8,95,10,104,98,1,99,-12
Cc1ccc(CN(C(=O)c2csnn2)C(C(=O)NC2CCCC2)c2ccco2)cc1 (stereo not drawn),13,96,-28,108,101,-2,102,-3
CCc1ccc(/C=C2\C(=N)N3N=C(CC(=O)N4CCCCC4)SC3=NC2=O)cc1,3,102,-18,92,104,4,119,2
O=c1oc(-c2ccccc2F)nc2c1cnn2-c1ccccc1,4,103,4,98,99,2,103,1
Cc1ccc(-c2nc(N)n(S(=O)(=O)c3ccc(C)cc3)n2)cc1,10,110,19,102,96,4,99,3
c1ccc(CSC2=NCCCN2)cc1,-1,98,0,121,103,3,101,11
COc1cc(C(=O)N2CCN(C(=O)CC(C)C)CC2)cc(OC)c1OC,8,98,-2,97,99,1,101,3
Cc1ccccc1NC(=O)c1ccc2snnc2c1,-2,109,-6,114,104,18,101,7
Cc1cc(C)c(S(=O)(=O)c2ccc(Cl)cc2C)c(Cl)n1,-1,96,-11,92,98,-2,99,2
O=C1c2ccccc2C(=O)N1c1ccc(S(=O)(=O)N2CCN(c3ccccc3)CC2)cc1,2,100,-4,101,100,-1,104,-2
CC(CCc1ccccc1)NC(=O)CSc1nccc(=O)[nH]1 (stereo not drawn),8,102,8,95,99,0,100,-5
COc1ccc(NC(=O)Cn2nnc(-c3ccccc3F)n2)cc1Cl,2,102,-2,104,98,18,106,1
O=C(NCCCn1ccnc1)c1ccco1,4,91,-4,97,97,4,97,7

# A few values from the entries so far.
# RPL19A TOR yeast with `O=C(NCCCn1ccnc1)c1ccco1` = 97
# GASC-1 inh with `Cc1ccccc1NC(=O)c1ccc2snnc2c1` = -6
# Yeast superoxide with `Cc1ccc(-c2nc(N)n(S(=O)(=O)c3ccc(C)cc3)n2)cc1` = 102
# procasp3 activ with `Cc1cc(C)c(S(=O)(=O)c2ccc(Cl)cc2C)c(Cl)n1` = 2
# Yeast superoxide with `O=c1oc(-c2ccccc2F)nc2c1cnn2-c1ccccc1` = 98

# (cont.)
SMILES,procasp7 counter,LAP4 TOR yeast,GASC-1 inh,Yeast superoxide,RPL19A TOR yeast,AHR act,MEP2 TOR yeast,procasp3 activ
CC(C)c1ccc(/C=N/NC(=O)c2cccc(Cl)c2)cc1,1,95,6,92,95,7,97,-2
CCOC(=O)N1CCC2(CC1)C(C#N)=C(N)OC1=C2C(=O)CC(C)C1 (stereo not drawn),9,99,12,88,102,2,101,0
O=C(CN(C(=O)C1CSC(=O)C1)c1cccc(F)c1)NC1CCCC1 (stereo not drawn),-2,109,1,125,99,0,93,-9
CCN(CC)c1ccc(/C=N/NC(=O)CNC(=O)c2cccs2)cc1,-2,91,-19,92,102,18,101,8
CC(=O)N1N=C(c2ccc(C)o2)CC1c1ccc(Br)cc1 (stereo not drawn),15,119,-3,103,112,11,109,9
CC/C(=N\O)C(C)(C)/[N+]([O-])=C/c1ccc(Br)cc1,-5,103,1,101,97,-2,103,-1
Cc1ccc(NC(=O)c2ccc(S(=O)(=O)C(F)F)cc2)c(C)c1,8,96,1,107,99,-3,106,4
COC(=O)C(C)(C)ONC(=O)Nc1ccccc1Br,1,102,-33,96,101,9,104,6
O=[N+]([O-])c1ccc(S(=O)(=O)N2CCC3(CC2)OCCN3S(=O)(=O)c2cccs2)cc1,0,103,-18,104,103,0,106,-2
COC(=O)Nc1ccc(S(=O)(=O)N2CCCC(C(=O)N3CCCCCC3)C2)cc1 (stereo not drawn),11,98,12,92,97,1,95,3
O=C(Cc1c(F)cccc1Cl)N/N=C/c1cccnc1,nt,75,-5,100,111,nt,102,nt
Cc1c(S(=O)(=O)Nc2cc(Cl)ccc2Cl)c(=O)n(C)c(=O)n1C,11,100,-24,92,98,-1,101,11
O=C(NC1CCCCC1)c1sc(=S)n2c1[nH]c(=O)c1ccccc12,-12,101,5,104,103,5,101,-11
c1ccc(CC2CCCNC2)cc1 (stereo not drawn),12,98,4,109,99,3,103,7
Cn1cnc2cc(NC(=O)c3cccs3)ccc21,6,101,-5,98,104,11,95,-3
CCN(C(=O)c1ccc(S(C)(=O)=O)cc1)C12CC3CC(CC(C3)C1)C2,4,86,-17,108,99,-6,99,7
Cc1nc2ccccn2c1C(=O)NNS(=O)(=O)c1ccc(Cl)cc1,-2,119,-29,94,94,0,92,5
CCOc1ccc(CN(C)CC(=O)Nc2cccc(C)c2)cc1OC,0,97,8,95,102,1,114,-3
CC(=O)Nc1nc(-c2ccccc2)c(-c2ccccc2)o1,1,97,3,113,105,31,98,-8
Cc1c(Cl)ccc2sc(NC(=O)CN3C(=O)c4ccccc4C3=O)nc12,1,110,-14,97,105,0,117,-3

# Reformatted with two lines to a compound: five of the compounds above.
# Every second line gives: procasp7 counter, LAP4 TOR yeast, GASC-1 inh, Yeast superoxide, RPL19A TOR yeast, AHR act, MEP2 TOR yeast, procasp3 activ
Cc1cc(C)c(S(=O)(=O)c2ccc(Cl)cc2C)c(Cl)n1
→ -1, 96, -11, 92, 98, -2, 99, 2
O=C1c2ccccc2C(=O)N1c1ccc(S(=O)(=O)N2CCN(c3ccccc3)CC2)cc1
→ 2, 100, -4, 101, 100, -1, 104, -2
CC(CCc1ccccc1)NC(=O)CSc1nccc(=O)[nH]1 (stereo not drawn)
→ 8, 102, 8, 95, 99, 0, 100, -5
COc1ccc(NC(=O)Cn2nnc(-c3ccccc3F)n2)cc1Cl
→ 2, 102, -2, 104, 98, 18, 106, 1
O=C(NCCCn1ccnc1)c1ccco1
→ 4, 91, -4, 97, 97, 4, 97, 7

# In the list so far, these contain a furan ring, fused or not.
SMILES,procasp7 counter,LAP4 TOR yeast,GASC-1 inh,Yeast superoxide,RPL19A TOR yeast,AHR act,MEP2 TOR yeast,procasp3 activ
CCCC(=O)NC(c1ccco1)c1cc([N+](=O)[O-])c2cccnc2c1O (stereo not drawn),-14,88,2,103,97,4,94,-8
Cc1ccc(CN(C(=O)c2csnn2)C(C(=O)NC2CCCC2)c2ccco2)cc1 (stereo not drawn),13,96,-28,108,101,-2,102,-3
O=C(NCCCn1ccnc1)c1ccco1,4,91,-4,97,97,4,97,7
CC(=O)N1N=C(c2ccc(C)o2)CC1c1ccc(Br)cc1 (stereo not drawn),15,119,-3,103,112,11,109,9

# (continued)
SMILES,procasp7 counter,LAP4 TOR yeast,GASC-1 inh,Yeast superoxide,RPL19A TOR yeast,AHR act,MEP2 TOR yeast,procasp3 activ
COc1cc(CN2CCN(C(c3ccccc3)c3ccccc3)CC2)cc(OC)c1OC,5,81,-29,110,101,2,100,6
CCC(C)NC(=O)CC(c1ccccc1)c1cc(C)ccc1O (stereo not drawn),8,102,10,88,98,0,92,-1
CC(C)(C)OC(=O)NCCC(=O)N/N=C/c1cccc2nccnc12,-1,98,nt,77,92,2,89,0
O=C(CSc1ncccn1)NN=C1CCCCCCC1,10,99,-2,107,100,2,107,6
Cc1ccc(-c2cc(C)nc3ncnn23)cc1,-4,106,-7,99,104,-2,109,11
COc1cc(CNCCc2ccccc2)ccc1OCC(N)=O,2,90,9,95,92,-1,93,-1
CC(C)CC(=O)NC(c1ccccc1)c1c(O)ccc2ccccc12 (stereo not drawn),0,91,0,106,95,3,102,-4
CCOC(=O)/C=c1\s/c(=C(\C#N)C(N)=O)n(-c2ccccc2)c1=O,-8,109,8,108,96,-2,95,-10
O=C(NCc1ccccc1Cl)c1ccc(S(=O)(=O)N2CCCC2)cc1,-3,99,nt,104,96,1,93,7
Cc1ccc(OCC(=O)Nc2ccc3c(c2)nc2n3CCOC2)cc1,5,87,22,104,94,-2,95,8
COc1ccc(S(=O)(=O)NC2CCCCC2)cc1F,nt,93,23,84,110,nt,106,nt
COC(=O)c1cccnc1Oc1ccccc1,-7,121,5,98,99,2,99,5

# The order is random; about 3.8% have a hit in one of these screens.
